TAG inh = inhibitors of triacylglycerol accumulation; H9c2 cells, Nile Red lipid (TAG) fluorescence; cells loaded with 200 µM oleic acid; inhibition, % at 12.5 µM; actives 0.66% (n = 230,000);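 active = pattern-corrected inhibition of lipid staining of at least 50% with the nuclear-stain viability signal not falling by more than 50%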;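 note: 0% = DMSO wells and 100% = triacsin C control wells; some results filed as inactive read as strong as hits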
TAG inh DAPI viability = also measured in TAG inh; calls as there; DAPI nuclei signal change (viability), lower = more cytotoxic, %;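 whole-well DAPI fluorescence read on a plate reader as a viability signal; minus 50 percent equals half of cells still viable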
The depositor's hits bear a star. This is a subset, so the mix of outcomes need not match the whole.

For COc1ccc(C(CC(=O)N2CCOCC2)c2c(OC)cc(OC)c3c(-c4ccccc4)cc(=O)oc23)cc1 (stereo not given) the results were TAG inh 4 and TAG inh DAPI viability -13.
`O=C(NCc1ccccc1)C(c1ccccc1)N(Cc1ccc2c(c1)OCO2)C(=O)Cc1cccs1` (stereo not given) gave TAG inh 12 and TAG inh DAPI viability -6.
For Cn1ccc(/C=N/N=C2/NC(=O)CS2)n1 the results were TAG inh 1 and TAG inh DAPI viability -8.
Cc1c(C(=O)OCC(=O)NCc2ccco2)cccc1[N+](=O)[O-] was read as TAG inh -28 and TAG inh DAPI viability 3.
Screening COc1ccc(Cl)cc1NC(=O)CN1C(=O)CSC1=O returned TAG inh 2 and TAG inh DAPI viability -3.
`O=C(c1ccco1)N1CCN(C(=O)c2ccccc2[N+](=O)[O-])CC1` gave TAG inh 20 and TAG inh DAPI viability -1.
`Cc1ccc(C)n1-c1cccc(S(=O)(=O)N2CCOCC2)c1` gave TAG inh 7 and TAG inh DAPI viability -14.
COc1ccc2oc(C(=O)OCC(=O)NCc3ccccc3OC)c(C)c2c1 was read as TAG inh -6 and TAG inh DAPI viability 3.
O=C(CN1CCN(C(=O)c2ccccc2)CC1)Nc1ccc(Br)cn1 was read as TAG inh -3 and TAG inh DAPI viability -3.
CCN(CC)CCn1c2c(c(SCC(=O)NCc3ccccc3)nc1=O)CCCC2 was read as TAG inh -12 and TAG inh DAPI viability -4.
COc1cccc(OC)c1C(=O)OCC(=O)N1CCC(Cc2ccccc2)CC1 was read as TAG inh -7 and TAG inh DAPI viability 6.
Screening CCOC(=O)CN1C(=O)N(CC(=O)OCC)C(c2ccccc2)(c2ccccc2)C1=O returned TAG inh -1 and TAG inh DAPI viability -4.
For Cc1csc(NC(=O)Cc2ccc(Cl)cc2)n1 the results were TAG inh 12 and TAG inh DAPI viability -10.
`Oc1csc(Cc2nc(-c3ccc(-c4ccccc4)cc3)cs2)n1` gave TAG inh 0 and TAG inh DAPI viability 10.
For Cc1cccc(-c2cnc(C(O)c3ccc(-c4ccccc4)cc3)[nH]2)c1 (stereo not given) the results were TAG inh -5 and TAG inh DAPI viability -3.

A run of entries of the results above, as a working copy:
For COc1ccc(C(CC(=O)N2CCOCC2)c2c(OC)cc(OC)c3c(-c4ccccc4)cc(=O)oc23)cc1 (stereo not given) the results were TAG inh 4 and TAG inh DAPI viability -13.
`O=C(NCc1ccccc1)C(c1ccccc1)N(Cc1ccc2c(c1)OCO2)C(=O)Cc1cccs1` (stereo not given) gave TAG inh 12 and TAG inh DAPI viability -6.

(cont.)
O=c1c2c(nc3nc(Cc4ccccc4)[nH]n13)CCC2 was read as TAG inh 2 and TAG inh DAPI viability -9.
Screening O=C(O)c1ccccc1NS(=O)(=O)c1ccc(NN=Cc2ccccc2F)c([N+](=O)[O-])c1 returned TAG inh 10 and TAG inh DAPI viability 3.
Screening CCCNC(=S)N1CC2(C)CN(C(=O)C(=O)OC)CC(C)(C1)C2=O returned TAG inh 6 and TAG inh DAPI viability 13.
For CC1(C)CC(=O)C(C=NCCN2CCN(C(=O)NC34CC5CC(CC(C5)C3)C4)CC2)=C(O)C1 the results were TAG inh 0 and TAG inh DAPI viability -4.
`COCc1cc(C)n(CC(=O)Nc2ccc(Cl)cc2Cl)c(=O)c1C#N` gave TAG inh 14 and TAG inh DAPI viability 1.
For CC(O)(c1cccc(F)c1)c1nc(-c2cccc(C(=O)O)c2)cs1 (stereo not given) the results were TAG inh -6 and TAG inh DAPI viability -4.
Screening CC1(Cc2ccccc2OC(F)(F)F)C(=O)Nc2ccc(OC(F)(F)F)cc21 (stereo not given) returned TAG inh -6 and TAG inh DAPI viability 7.
`C=CCc1ccccc1OCCNCc1ccccc1` gave TAG inh -18 and TAG inh DAPI viability 15.
Screening COCCCNC(=O)CCn1c(=O)c2ccccc2n(CC(=O)Nc2ccccc2C)c1=O returned TAG inh -15 and TAG inh DAPI viability 7.
Screening CCCCCCC(=O)N(O)C1CC(=O)N(c2ccc(Br)cc2)C1=O (stereo not given) returned TAG inh -24 and TAG inh DAPI viability -5.
For O=C(Cc1ccc(Cl)cc1)Nc1ccc(Cl)cn1 the results were TAG inh -19 and TAG inh DAPI viability -2.
Screening CCOc1ccc2nc(NC(=O)CS(=O)(=O)c3ccccc3)sc2c1 returned TAG inh -1 and TAG inh DAPI viability 10.
O=C(O)c1cc(N/N=C/c2ccc3c(c2)OCO3)ccc1Cl was read as TAG inh 1 and TAG inh DAPI viability -1.
Screening CC(=O)c1ccc(OC(C)C(=O)NC2CCCCC2C)cc1 (stereo not given) returned TAG inh -10 and TAG inh DAPI viability 0.
`CCCNC(=O)C1(C)CCCN(C(=O)c2cc(C(C)(C)C)nn2C)C1` (stereo not given) gave TAG inh 0 and TAG inh DAPI viability 3.

Of the compounds above, 3 have fluorine:
Screening O=C(O)c1ccccc1NS(=O)(=O)c1ccc(NN=Cc2ccccc2F)c([N+](=O)[O-])c1 returned TAG inh 10 and TAG inh DAPI viability 3.
For CC(O)(c1cccc(F)c1)c1nc(-c2cccc(C(=O)O)c2)cs1 (stereo not given) the results were TAG inh -6 and TAG inh DAPI viability -4.
Screening CC1(Cc2ccccc2OC(F)(F)F)C(=O)Nc2ccc(OC(F)(F)F)cc21 (stereo not given) returned TAG inh -6 and TAG inh DAPI viability 7.

Remaining list, next part.
Clc1ccc(CSc2nnc(-c3sccc3-n3cccc3)o2)cc1 was read as TAG inh -34 and TAG inh DAPI viability 3.
O=C(CSc1ccc2nnc(-c3cccnc3)n2n1)Nc1ccc(F)cc1 was read as TAG inh -5 and TAG inh DAPI viability -3.
`O=C1NC(CCO)C(=O)NC1CCO` (stereo not given) gave TAG inh 5 and TAG inh DAPI viability 7.
Screening CS(=O)(=O)N1CCN(Cc2ccccc2C(F)(F)F)CC1 returned TAG inh -14 and TAG inh DAPI viability 5.
Screening COc1ccc(N2CCN(CCCNC(=O)C3CCC(CNc4nc(=S)[nH]c5ccccc45)CC3)CC2)cc1 (stereo not given) returned TAG inh -2 and TAG inh DAPI viability 8.
Cc1ccc(Nc2nc(CSc3nnc(-c4cccnc4)n3-c3ccccc3F)cs2)cc1 was read as TAG inh 7 and TAG inh DAPI viability -1.
`Cc1ccc(NC(=O)c2cc([N+](=O)[O-])ccc2N2CCOCC2)cc1S(=O)(=O)N(C)C` gave TAG inh 1 and TAG inh DAPI viability 0.
For CCc1ccc(N/C(N)=N/c2nc(CSc3ncccn3)cc(=O)[nH]2)cc1 the results were TAG inh -40 and TAG inh DAPI viability 10.
Screening COCCn1c(SCC(=O)N(C)C2CCS(=O)(=O)C2)nc2ccccc2c1=O (stereo not given) returned TAG inh -7 and TAG inh DAPI viability 14.
`Cc1ccccc1-c1cccc([C@@H]2C[C@H]3[C@H](CON3C)CN2C)c1` gave TAG inh -1 and TAG inh DAPI viability 3.
COc1ccc(-c2nn(-c3ccccc3)cc2/C=C(\C#N)C(N)=O)cc1[N+](=O)[O-] was read as TAG inh 25 and TAG inh DAPI viability -6.
`COCCCNC(=O)CCC(=O)Nc1ccc2nc(N3CCOCC3)cc(C)c2c1` gave TAG inh 4 and TAG inh DAPI viability -3.
Screening CC1NC(C)c2c(ccc3ccccc23)O1 (stereo not given) returned TAG inh -1 and TAG inh DAPI viability 4.
`O=C(NCc1ccccn1)c1ccc(CNS(=O)(=O)c2ccc(F)cc2)cc1` gave TAG inh 12 and TAG inh DAPI viability -6.
For COc1ccc(C(=O)Cn2nnc(-c3cccs3)n2)cc1 the results were TAG inh -11 and TAG inh DAPI viability -1.

Overlap with the part before: 4 entries; new compounds follow.
`COCCCNC(=O)CCC(=O)Nc1ccc2nc(N3CCOCC3)cc(C)c2c1` gave TAG inh 4 and TAG inh DAPI viability -3.
Screening CC1NC(C)c2c(ccc3ccccc23)O1 (stereo not given) returned TAG inh -1 and TAG inh DAPI viability 4.
`O=C(NCc1ccccn1)c1ccc(CNS(=O)(=O)c2ccc(F)cc2)cc1` gave TAG inh 12 and TAG inh DAPI viability -6.
For COc1ccc(C(=O)Cn2nnc(-c3cccs3)n2)cc1 the results were TAG inh -11 and TAG inh DAPI viability -1.
O=C(C[C@H]1C(=O)N(Cc2ccccc2)C[C@@H]1Cc1ccccc1)Nc1ccccc1 was read as TAG inh -28 and TAG inh DAPI viability 0.
For O=C(O)CC(NC(=O)OCc1ccccc1)c1ccc(Br)cc1 (stereo not given) the results were TAG inh 1 and TAG inh DAPI viability -1.
For NC12CC3CC(CC(C3)C1)C2 the results were TAG inh 16 and TAG inh DAPI viability -6.
For C[C@@H]1CN([C@H](C)CO)C(=O)CCCn2nncc2CO[C@H]1CN(C)S(=O)(=O)c1cn(C)cn1 the results were TAG inh 1 and TAG inh DAPI viability -4.
Cc1cccc(C(=O)OCC(=O)Nc2c(C)n(C)n(-c3ccccc3)c2=O)c1 was read as TAG inh 11 and TAG inh DAPI viability -1.
Cc1ccc(CN2CCN(c3ncccn3)CC2)c(C)c1 was read as TAG inh 3 and TAG inh DAPI viability -1.
O=C(COC(=O)Cc1c(F)cccc1Cl)NNC(=O)c1ccccc1 was read as TAG inh 1 and TAG inh DAPI viability 6.
Screening Cc1noc(C)c1CSc1ncnc2ccccc12 returned TAG inh -1 and TAG inh DAPI viability 6.
Screening CC(C)Oc1ccc(S(=O)(=O)N2CCCCC2)cc1NC(=O)CN1C(=O)NC(C)(c2ccccc2)C1=O (stereo not given) returned TAG inh -10 and TAG inh DAPI viability 1.
Screening COc1ccc2c(c1)OC13CCN(C)CC1C2C(C(=O)c1ccc(F)cc1)C(=O)N3 (stereo not given) returned TAG inh 5 and TAG inh DAPI viability 2.
CN(C)C(=O)[C@H]1C[C@H]1[C@@H](O)[C@H](CO)NC(=O)[C@H](Cc1ccccc1)NC(=O)OC(C)(C)C was read as TAG inh -22 and TAG inh DAPI viability 10.
Cc1cc(N2CCCC2)n2nc(C)nc2n1 was read as TAG inh 11 and TAG inh DAPI viability 0.
CCOCN(C(=O)Cn1c(C(C)O)nc2ccccc21)c1c(C)cccc1CC (stereo not given) was read as TAG inh -10 and TAG inh DAPI viability 10.
For Cc1ccc(C(=O)COC(=O)C(C)N2C(=O)C3C4C=CC(C4)C3C2=O)cc1C (stereo not given) the results were TAG inh 2 and TAG inh DAPI viability -4.
COC(=O)C1=C[C@@H](C(=O)OC)[C@@H]2C3=C(C(=O)C2(C)C)[C@H](c2ccccc2)[C@@H]2C(=O)N(C)C(=O)[C@@H]2[C@@H]3C1 was read as TAG inh -3 and TAG inh DAPI viability -3.
`COc1ccc(C(NC(=O)C2CCN(CCOc3ccc(F)cc3)CC2)c2cccs2)cc1` (stereo not given) gave TAG inh 4 and TAG inh DAPI viability 19.
For CN1CCN(/N=C/c2nc(-c3ccc(Cl)cc3)n3ccccc23)CC1 the results were TAG inh 3 and TAG inh DAPI viability 7.
CCOc1ccc(NC(=O)CN(C)C(=O)C2CCCC2)cc1OCC was read as TAG inh -33 and TAG inh DAPI viability -1.
`CCc1ccc(NC(=O)C(C)OC(=O)Cn2[nH]c(=O)c3ccccc3c2=O)cc1` (stereo not given) gave TAG inh -9 and TAG inh DAPI viability 1.
Screening COc1ccccc1CNC(=O)c1cc(S(=O)(=O)N2CCOCC2)cn1C returned TAG inh 11 and TAG inh DAPI viability 5.
For CN(C(=O)CSc1ncnc2scc(-c3ccccc3)c12)C1CCS(=O)(=O)C1 (stereo not given) the results were TAG inh -14 and TAG inh DAPI viability 12.
`O=C(CSC1=Nc2ccccc2C2CC=NN12)NCc1ccco1` (stereo not given) gave TAG inh -1 and TAG inh DAPI viability -2.
`CC(C)OC(=O)COc1cc(O)c2c(=O)cc(-c3ccccc3)oc2c1` gave TAG inh 0 and TAG inh DAPI viability -5.
CSc1ccc(C(=O)C2CCCN(C(=O)CCc3c(C)nn(C)c3C)C2)cc1 (stereo not given) was read as TAG inh -23 and TAG inh DAPI viability 1.
CN(CC(=O)Nc1c(Cl)cccc1Cl)C(=O)c1ccccc1Cc1ccccc1 was read as TAG inh 12 and TAG inh DAPI viability -6.
For O=C1CC2(CCN(C(=O)C3CC(=O)N(c4ccc(F)cc4)C3)CC2)Oc2ccccc21 (stereo not given) the results were TAG inh -25 and TAG inh DAPI viability 2.
Screening C[C@@H]1CN([C@@H](C)CO)C(=O)CCCn2nncc2CO[C@@H]1CN(C)C(=O)Nc1cccc(Oc2ccccn2)c1 returned TAG inh -1 and TAG inh DAPI viability -1.
COc1cccc(C(=O)N2CCN(C(=O)c3cccc(F)c3)CC2)c1 was read as TAG inh -1 and TAG inh DAPI viability -1.
Screening CCn1c(N2CCN(CC(=O)c3c[nH]c4ccccc34)CC2)nc2c1c(=O)[nH]c(=O)n2C returned TAG inh -10 and TAG inh DAPI viability -11.
`COC(=O)[C@H](Cc1ccccc1)NC(=O)Cn1cnc2c(OCc3ccccc3)ncnc21` gave TAG inh 6 and TAG inh DAPI viability 10.
Screening O=C(Cc1ccccc1)c1c[nH]c(C(=O)NCCCN2CCOCC2)c1 returned TAG inh 3 and TAG inh DAPI viability 9.
COc1cc2nc(=S)n3[nH]c(CCn4nc(C)cc4C)nc3c2cc1OC was read as TAG inh 36 and TAG inh DAPI viability -46.
For Cc1cc(Cl)c(S(=O)(=O)NC(C(=O)O)c2ccccc2)cc1OCC(N)=O (stereo not given) the results were TAG inh -4 and TAG inh DAPI viability 5.
`CC(=O)c1ccccc1C(=O)N1CCC(n2nccc2NC(=O)C2CC2)CC1` gave TAG inh -8 and TAG inh DAPI viability 2.

Screens from PubChem BioAssay.
